Screens (PubChem BioAssay)
hERG rescue – shields human hERG channel from block by proarrhythmic agents; activation (rescue from dofetilide block), less the hit threshold, % at 10 µM; CHO-hERG, FluxOR thallium flux, dofetilide IC70 present; Q12809; 310,000 tested, 0.51% active;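 active means activation above the mean of controls blocked by dofetilide plus 5 SD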;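 further: thallium influx through hERG after potassium depolarization seen as dye fluorescence rise; in these data hits start at about 4.7%; inactives centre near -7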
HDAC3 inh – inhibitors of human histone deacetylase 3; O15379; recombinant HDAC3, fluorogenic peptide/trypsin coupled, fluorescence; inhibition, % at 8.3 µM; 320,000 tested, 0.15% active; AID 2718; in the data active means inhibition above about 26%, passing the limit was not always enough; inconclusive means no clear call, values can overlap the other calls
KCNK3 inh – human KCNK3 channel inhibition, primary screen; O14649; CHO-KCNK3 thallium flux, FluxOR fluorescence; stronger effect = lower value; B-score at 10 µM; 340,000 tested, 0.84% active; AID 602410;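 active means B-score under library mean minus 4 SD, starting fluorescence ratio at most library mean plus 5 SD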;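 further: more negative B-score means stronger inhibition of thallium flux through KCNK3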
TRPC4 act – opens the mouse TRPC4 cation channel. Q9QUQ5. HEK293 TRPC4beta/mu-opioid, Fluo4 calcium fluorescence; stronger effect = higher value. B-score at 10 µM. 310,000 tested, 0.49% active. AID 2237;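 active means B-score above 5 SD of library B-scores, and initial fluorescence ratio not above library mean plus 5 SD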;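 further: positive B-score marks a calcium rise read as TRPC4 activation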
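system = HEK293 cells stably co-expressing mouse TRPC4beta and mu-opioid receptor | schedule = Fluo4 dye loading 45 min at room temperature, 110 s recording | measure = B-scored integrated calcium fluorescence ratio | signal = Fluo4 calcium-sensitive dye fluorescence, kinetic, 1 Hz baseline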
DYRK1A inh – Dyrk1A (rat) kinase inhibition. Q63470. 310,000 tested, 0.43% active. inhibition, % at 12.5 µM. ADP-Glo luminescence, NFATc1 peptide; in the data active means inhibition above about 50%;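 further: plate controls were vehicle with enzyme for no effect and no enzyme for full effect; many of its hits are not listed in these tables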
KCNQ1 pot – potentiates or activates the human KCNQ1 potassium channel | P51787 | B-score at 10 µM | 310,000 tested, 0.35% active | CHO-K1 KCNQ1, thallium flux FluxOR fluorescence; stronger effect = higher value;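 active means fluorescence ratio B-score, a plate-corrected score, at least three library SD, with initial intensity B-score within 5 SD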
Target sequence (P51787 whole entry, looked up): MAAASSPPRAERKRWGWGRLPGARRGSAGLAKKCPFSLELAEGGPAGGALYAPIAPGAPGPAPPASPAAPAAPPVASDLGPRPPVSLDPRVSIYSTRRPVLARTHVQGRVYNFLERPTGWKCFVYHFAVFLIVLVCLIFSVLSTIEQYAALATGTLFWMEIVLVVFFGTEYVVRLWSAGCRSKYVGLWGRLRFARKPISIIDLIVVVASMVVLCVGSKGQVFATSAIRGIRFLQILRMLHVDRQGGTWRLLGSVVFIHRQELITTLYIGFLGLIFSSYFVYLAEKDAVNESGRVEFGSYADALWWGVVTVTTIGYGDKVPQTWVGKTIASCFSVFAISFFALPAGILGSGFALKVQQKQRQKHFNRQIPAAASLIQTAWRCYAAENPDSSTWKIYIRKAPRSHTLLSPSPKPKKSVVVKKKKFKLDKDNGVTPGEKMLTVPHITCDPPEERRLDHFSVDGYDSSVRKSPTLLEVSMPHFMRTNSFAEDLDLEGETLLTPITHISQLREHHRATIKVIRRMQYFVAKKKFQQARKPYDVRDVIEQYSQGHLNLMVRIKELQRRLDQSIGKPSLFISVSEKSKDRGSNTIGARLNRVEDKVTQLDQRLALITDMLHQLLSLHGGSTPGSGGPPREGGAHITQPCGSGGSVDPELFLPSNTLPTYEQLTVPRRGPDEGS
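Material: CHO-K1 cells stably expressing KCNQ1. Medium: assay buffer for compound exposure, DMSO matched across wells. Reagent: K+/Tl+ depolarizing stimulus. Compound dosing: single-concentration screen. Times: 37 °C overnight plating, 90-min dark dye load, 20-min compound pretreatment. Technique: FluxOR Tl+ flux fluorescence.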
TRPC4 potent – allosteric potentiators of mouse TRPC4 channel | Q9QUQ5 | HEK293 TRPC4beta/mu-opioid, DAMGO EC20, Fluo-4 Ca2+ flux; stronger effect = higher value | B-score at 10 µM | 310,000 tested, 0.42% active;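 active means B-score of calcium response area above 5 SD of library B-scores, with initial fluorescence ratio within 5 SD of library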;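 further: B-score of integrated fluorescence ratio over time as area under calcium response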
KCNK9 inh – blocks the human KCNK9 two-pore domain potassium channel. Q9NPC2. HEK293 KCNK9, FluxOR thallium flux fluorescence; stronger effect = lower value. B-score at 10 µM. 310,000 tested, 1.2% active;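 active means ratio B-score over 3 SD below the library mean, with starting fluorescence within 5 SD of its mean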;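 further: negative B-score means less thallium flux so channel inhibition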
Target sequence (Q9NPC2 whole entry, looked up, the tested form may be a part): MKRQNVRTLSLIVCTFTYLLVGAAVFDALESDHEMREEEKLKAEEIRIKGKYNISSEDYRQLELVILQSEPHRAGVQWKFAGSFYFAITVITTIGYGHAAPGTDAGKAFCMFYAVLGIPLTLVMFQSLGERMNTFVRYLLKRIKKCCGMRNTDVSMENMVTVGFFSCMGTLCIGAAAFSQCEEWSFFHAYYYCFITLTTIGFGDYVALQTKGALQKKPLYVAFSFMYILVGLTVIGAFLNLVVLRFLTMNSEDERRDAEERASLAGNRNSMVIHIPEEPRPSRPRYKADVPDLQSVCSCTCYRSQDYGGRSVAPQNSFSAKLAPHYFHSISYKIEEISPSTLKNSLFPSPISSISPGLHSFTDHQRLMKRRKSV
KCNQ1 block – human KCNQ1 channel inhibition; P51787; CHO-K1 KCNQ1, FluxOR thallium flux fluorescence; stronger effect = higher value; B-score at 10 µM; 310,000 tested, 1.3% active; AID 2642;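 active means compounds whose thallium flux B-score, printed positive for inhibition, exceeds three library SD while starting fluorescence stays within three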;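 further: channel opened by potassium depolarization with thallium stimulus after 20 min compound exposure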
ANO1 block – inhibitors of mouse TMEM16A calcium-activated chloride channel | HEK293 TMEM16A/YFP iodide influx fluorescence, ionomycin | Q8BHY3 | normalized B-score (activity score, 25-100; higher = stronger inhibition) at 10 µM | 310,000 tested, 1.2% active | AID 588511;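 active means ratio plate-corrected score three or more library SD toward inhibition, starting fluorescence score within five deviations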;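 further: score derived from kinetic fluorescence span divided by baseline fluorescence per well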
TMEM16A act – mouse TMEM16A channel activation, primary screen; AID 623877; Q8BHY3; B-score at 10 µM; HEK293 TMEM16A/YFP-H148Q/I152L, iodide quench fluorescence; stronger effect = lower value; 340,000 tested, 0.3% active;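 active means fluorescence-ratio B-score plate-corrected deviation score at least 3 library SD below zero, with starting fluorescence score within 5 deviations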;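 further: channel opened by trigger with iodide after compound preincubation; score built on the fluorescence ratio of max minus min over baseline; more negative score means more quench and so TMEM16A activation or potentiation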
An asterisk follows results filed as active; i = inactive; ? = inconclusive; . = not tested or not shown. This is a subset; rates above refer to the full screens.

SMILES	hERG rescue	HDAC3 inh	KCNK3 inh	TRPC4 act	DYRK1A inh	KCNQ1 pot	TRPC4 potent	KCNK9 inh	KCNQ1 block	ANO1 block	TMEM16A act
CSc1nc(Cc2ccccc2)nc2ccccc12	-4	-2	i	i	0	i	i	i	i	i	i
COC(=O)CCN1CCC(C(N)=O)CC1	-10	-11	i	i	2	i	i	i	i	i	i
Cc1cc(C(=O)COC(=O)c2ccc([N+](=O)[O-])o2)c(C)n1CC1CCCO1 (centres undefined)	-9	-2	i	i	.	i	i	i	i	i	i
COc1ccccc1CNC(=O)c1c(O)c2cc(OC)c(OC)cc2[nH]c1=O	-8	-2	i	i	-7	i	i	i	i	i	i
COc1cc(O)cc2occ(-c3ccc(O)cc3)c(=O)c12	-8	-4	i	i	36	i	i	i	i	i	i
COc1ccc(C(=O)Nc2ncc3c(n2)CC(C)CC3=O)cc1 (centres undefined)	-6	1	i	i	-2	i	i	i	i	i	i
O=C(c1ccco1)N1CCN(C2c3ccccc3-c3ccccc32)CC1	-13	-4	i	i	0	i	i	i	i	i	i
O=C1NC(=O)C2(CCC(C(=O)O)C2)N1 (centres undefined)	-7	-8	i	i	9	i	i	i	i	i	i
Cc1ccc(SCC(=O)Nc2cccnc2)cc1	2	-1	i	i	8	i	i	i	i	i	i
Cc1ccc2cc(CN(Cc3cccs3)Cc3nnnn3CC3CCCO3)c(=O)[nH]c2c1 (centres undefined)	-10	3	i	i	0	i	i	i	i	i	.
COC(=O)CN(C#N)c1nc(N(C)C)nc(N(C)C)n1	-9	-6	i	i	-3	i	i	i	i	i	i
Cc1cc(CN(C)C(=O)CC2C(=O)NCCN2CC(c2ccccc2)c2ccccc2)on1 (centres undefined)	-12	-2	i	i	1	i	i	i	i	i	i
CCCCCCSc1nsc(NC(=O)CC(C)C)n1	-9	6	i	i	4	i	i	i	i	i	i
COc1ccc(-n2nc(C(=O)NCC(=O)NCC3COc4ccccc4O3)c3ccccc3c2=O)cc1OC (centres undefined)	-38	-8	i	i	15	i	i	i	i	i	i
CC1CN(CC(=O)Nc2cccc(C(=O)Nc3cccc(C(F)(F)F)c3)c2)CC(C)O1 (centres undefined)	-13	7	i	i	10	i	i	i	i	i	i
Cn1nc(C(=O)Nc2ccccc2)c2c1-c1ccccc1S(=O)(=O)C2	-8	14	i	i	-3	i	i	i	i	i	i
O=C(c1ccc(CN2CCOCC2)cc1)N1CCN(Cc2ccccc2)CC1	-18	-7	i	i	-1	i	i	i	i	i	i
COc1ccc2c(c1OC)C(=O)N1c3ccccc3SC21 (centres undefined)	-5	-18	i	i	-3	i	i	i	i	i	i
CCC(C)c1ccc(S(=O)(=O)N2CC(=O)Nc3ccccc32)cc1 (centres undefined)	-2	5	i	i	-3	i	i	i	i	i	i
CCn1c2ccccc2c2cc(NC(=O)CSc3nccc(=O)[nH]3)ccc21	-5	-4	i	i	.	i	i	i	i	i	i
O=C(CSc1n[nH]c(-c2ccc(S(=O)(=O)NC3CCCCC3)cc2)n1)N1CCCC1	0	-32	i	i	-4	i	i	i	i	i	.
Nc1nc(N)nc(-c2ccccn2)n1	-5	-2	i	i	14	i	i	i	i	i	i
CC(=O)c1ccc(OCCCC(=O)N2CCN(S(=O)(=O)c3cc(C)ccc3C)CC2)cc1	-11	4	i	i	0	i	i	i	i	i	i
Cc1ccc(S(=O)(=O)c2ccc(-n3nc(C)cc3N)cc2)cc1	-11	-4	i	i	-3	i	i	i	i	i	i
O=C(NCC1CCCO1)c1cc2ccccc2nc1Cl (centres undefined)	-4	0	i	i	2	i	i	i	i	i	i

Further results follow:
SMILES	hERG rescue	HDAC3 inh	KCNK3 inh	TRPC4 act	DYRK1A inh	KCNQ1 pot	TRPC4 potent	KCNK9 inh	KCNQ1 block	ANO1 block	TMEM16A act
CC1CN(C(=O)c2cc3cc([N+](=O)[O-])ccc3oc2=O)CC(C)O1 (centres undefined)	-14	6	i	i	1	i	i	i	i	i	i
COc1ccc(-c2cc(C(F)F)n3ncc(C(=O)Nc4ccc(C(=O)N5CCOCC5)cc4)c3n2)cc1	-8	-2	i	i	1	i	i	i	i	i	i
CCCCCCCCCC(=O)Nc1cccnc1	-14	-7	.	i	.	i	i	i	i	i	.
Cc1ccc(S(=O)(=O)NCCC(=O)OCC(=O)N2CCCC2=O)cc1	-14	-1	i	i	-3	i	i	i	i	i	i
Cc1cccc(CSC2=NCCN2C(=O)C2CC2)c1	0	0	i	i	5	i	i	i	i	i	i
CC(C)c1ccccc1-n1c(SCC(=O)c2ccc3c(c2)NC(=O)CO3)nc2ccccc2c1=O	-22	15	-11*	i	.	i	i	-7.4*	6*	i	i
CCOC(=O)c1ccc(NC(=O)CCOc2ccc(C)cc2)cc1	-10	-11	i	i	0	i	i	i	i	i	i
COc1ccccc1N=Cc1c(C)c(C#N)c2[nH]c3ccccc3n2c1=O	-8	1	i	i	46	i	i	i	i	i	i
COc1ccc(C(=O)Nc2ccc(C(=O)N3CCC(C)CC3)cc2)cc1OC	-3	2	i	i	2	i	i	i	i	i	i
COC(=O)c1cc(S(=O)(=O)Nc2cccc(C)c2C)cn1C	-3	0	i	i	5	i	i	i	i	i	i
O=C(OC(C(=O)NC1CCCCC1)c1ccccn1)c1cccs1 (centres undefined)	-4	11	i	i	-2	i	i	i	i	i	i
CCOC(=O)c1c(NC(=S)Nc2cc([N+](=O)[O-])ccc2OC)sc2c1CCCCC2	-9	4	.	i	.	i	i	i	i	i	.
O=C(CSc1nnc(Cc2ccccc2)n1-c1ccc(Cl)cc1)N1CCOCC1	-4	9	i	i	6	i	i	i	i	i	i
CCN(C(=O)c1ccc(S(=O)(=O)N2CCCCC2)cc1)C1CCS(=O)(=O)C1 (centres undefined)	-8	?	i	i	8	i	i	i	i	i	i
CCC(Sc1nc(C)cc(=O)[nH]1)C(=O)Nc1sc2c(c1C#N)CCCC2 (centres undefined)	2	-1	i	i	1	i	i	i	i	i	i
CCC(=O)c1ccc(OCC(=O)Nc2nc(-c3cccnc3)cs2)cc1	-9	-3	i	i	12	i	i	i	i	i	i
COc1ccc(C(=O)Nc2ccc(S(=O)(=O)NCc3ccco3)cc2)cc1OC	-11	15	i	i	1	i	i	i	i	i	i
O=C(C[n+]1cccc(NC(=O)c2ccccc2)c1)c1ccccc1	-3	-4	i	i	-3	i	i	i	i	i	i
O=C(NCCC1=CCCCC1)C1CC(=O)N(Cc2ccccc2)C1 (centres undefined)	-12	0	i	i	-1	i	i	i	i	i	i
O=C(CCCn1c(=O)c2ccccc2n(Cc2cccc(F)c2)c1=O)NC1CCN(Cc2ccccc2)CC1	-13	1	.	i	.	i	i	i	i	i	.
COc1ccccc1C(=O)NCCC(=O)N(C)Cc1ccc(C)o1	-16	0	i	i	-2	i	i	i	i	i	i
CC(=O)Nc1ccc(NC(=O)CSC2=NS(=O)(=O)c3ccccc3N2)cc1	-2	.	i	i	-1	i	i	i	i	i	i
COc1ccc(NC(=O)c2cc(S(=O)(=O)N3CCCCC3)c[nH]2)c(OC)c1	-14	0	i	i	-5	i	i	i	i	i	i
CCN1/C(=C/C=C/C=C/c2sc3ccccc3[n+]2CC)Sc2ccccc21	-42	36*	.	i	.	i	i	i	17*	i	.
Cc1ccc(-c2noc(-c3ccccc3F)n2)cc1	-2	0	i	i	-3	i	i	i	i	i	i

The results go on.
SMILES	hERG rescue	HDAC3 inh	KCNK3 inh	TRPC4 act	DYRK1A inh	KCNQ1 pot	TRPC4 potent	KCNK9 inh	KCNQ1 block	ANO1 block	TMEM16A act
N=C1C(c2nc3ccccc3[nH]2)=C(O)CN1c1ccc(F)cc1	-1	-2	i	i	1	i	i	i	i	i	i
O=C(NCCN1CCOCC1)C(Sc1ccccc1)c1ccccc1 (centres undefined)	-6	4	i	i	.	i	i	i	i	i	i
COCCCNC(=S)NNC(=O)c1csc(C)n1	-5	0	i	i	-1	i	i	i	i	i	i
O=C(N=C1SC2CS(=O)(=O)CC2N1c1ccc(Cl)c(Cl)c1)C1CCCO1 (centres undefined)	-8	-1	i	i	-13	i	i	i	i	i	i
CSc1nc(C)cc(SCCO)n1	-3	1	i	i	-2	i	i	i	i	i	i
CCc1cccc(NS(=O)(=O)c2ccc3c(c2)NC(=O)CC(=O)N3)c1	-6	-7	i	i	5	i	i	i	i	i	i
O=C(O)CCNC(=O)c1ccccc1	-6	-6	i	i	7	i	i	i	i	i	i
COc1ccc(NC(=O)n2ncc3c(C)cccc32)cc1OC	-5	4	i	i	13	i	i	i	i	i	i
N/C(=N\OC(=O)c1cccc(F)c1)c1ccccn1	-7	2	i	i	0	i	i	i	i	i	i
COC(=O)c1cc(C(=O)OCC(=O)NC2CCCC2)cc([N+](=O)[O-])c1	-6	3	i	i	-3	i	i	i	i	i	i
O=C(COc1ccc(Cl)cc1Cl)Nc1nnc(C2=COCCO2)o1	-4	0	i	i	-1	i	i	i	i	i	i
COc1ccc(OC)c(CNC(=O)C2CCN(S(=O)(=O)N3CCCC3)CC2)c1	-4	3	i	i	3	i	i	i	i	i	i
COC(=O)c1ccc(NS(=O)(=O)c2ccc3[nH]c(=O)oc3c2)cc1	-5	3	i	i	3	i	i	i	i	i	i
Cc1cccc(NC(=O)COc2ccc(Br)cc2/C=N/O)c1	-14	2	i	i	4	i	i	i	i	i	i
Fc1ccc(CN2C3=NCCN3c3ccccc32)cc1	-11	-12	i	i	7	i	i	i	i	i	i
O=C(COC(=O)c1cc([N+](=O)[O-])ccc1NCc1ccccc1Cl)NCC(F)(F)F	-5	-3	i	i	9	i	i	i	i	i	i
O=C(CN1CCCC1)Nc1c(Cl)cccc1Cl	-1	-2	i	i	-4	i	i	i	i	i	i
CCOC(=O)c1[nH]c(CSc2nnc(-c3ccc(OC)cc3)o2)c(C(=O)OCC)c1C	-9	-12	i	i	1	i	i	i	i	i	i
COc1cccc(COc2cc3ccccc3nc2C)c1	-15	7	i	i	-1	i	i	i	i	25*	i

Reformatted with values under each structure: part of the list above
Values run as follows: hERG rescue, HDAC3 inh, KCNK3 inh, TRPC4 act, DYRK1A inh, KCNQ1 pot, TRPC4 potent, KCNK9 inh, KCNQ1 block, ANO1 block, TMEM16A act
CCc1cccc(NS(=O)(=O)c2ccc3c(c2)NC(=O)CC(=O)N3)c1
 : -6, -7, i, i, 5, i, i, i, i, i, i
O=C(O)CCNC(=O)c1ccccc1
 : -6, -6, i, i, 7, i, i, i, i, i, i
COc1ccc(NC(=O)n2ncc3c(C)cccc32)cc1OC
 : -5, 4, i, i, 13, i, i, i, i, i, i
